Source: PubChem BioAssay
E-sel inducer: E-selectin induction in HUVECs, primary screen, imaging, HUVEC, immunofluorescence imaging, single point; P16581; hit rate 0.37% among 260,000; activation, % at 7.58 µM; AID 686992, 2013; normalized: neutral wells 0, TNF-alpha wells 100;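 active = mean E-selectin-positive cell signal at least 10% of the positive control, reached in at least 60% of replicates, without over 20% cell loss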;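 note: in these data hits start at about 27%; measured in HUVEC primary endothelial cells; signal is the percent of cells scored E-selectin positive by PE staining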
Target sequence (P16581 whole entry, looked up): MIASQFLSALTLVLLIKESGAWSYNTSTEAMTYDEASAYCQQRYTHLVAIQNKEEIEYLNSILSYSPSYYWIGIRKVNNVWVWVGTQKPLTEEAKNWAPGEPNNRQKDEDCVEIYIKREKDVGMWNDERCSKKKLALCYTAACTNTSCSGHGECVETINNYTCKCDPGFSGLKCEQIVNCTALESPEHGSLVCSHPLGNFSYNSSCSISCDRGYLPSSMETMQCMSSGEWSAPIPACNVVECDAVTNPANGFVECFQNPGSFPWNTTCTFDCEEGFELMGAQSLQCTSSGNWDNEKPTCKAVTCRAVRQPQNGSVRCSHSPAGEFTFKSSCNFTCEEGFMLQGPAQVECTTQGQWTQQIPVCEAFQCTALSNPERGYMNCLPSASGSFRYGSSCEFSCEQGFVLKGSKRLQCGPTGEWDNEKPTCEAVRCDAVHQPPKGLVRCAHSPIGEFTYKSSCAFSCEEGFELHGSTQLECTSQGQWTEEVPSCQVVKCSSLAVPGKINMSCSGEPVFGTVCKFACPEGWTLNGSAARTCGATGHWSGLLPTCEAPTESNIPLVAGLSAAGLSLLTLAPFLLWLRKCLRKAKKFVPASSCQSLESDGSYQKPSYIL
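Assay system: HUVEC primary endothelial cells. Input: 3,000 HUVEC seeded per well. Doses: one compound dose added by pin transfer. Read-out basis: % PE-positive cells. Benchmarks: TNF-alpha high, DMSO low. Detection: immunofluorescence imaging. Buffer or medium: EGM-2, gelatin.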
RAD54 inh: inhibitors of human RAD54 branch migration, primary screen, biochemical, fluorescence, single point; RAD54 Holliday junction branch migration, FAM/BHQ fluorescence; inhibition, % at 10.4 µM; hit rate 0.14% among 360,000; AID 602329, 2012;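 active = mean normalized replicate activity at least 40 and at least half of replicates scoring 40 or more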;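 note: 0% = median of neutral control wells and 100% = median of positive control wells; inhibitors cause a drop in the FAM fluorescence signal; in these data hits start at about 50%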
PglD DTNB: C. jejuni PglD acetyltransferase inhibitors, primary screen, biochemical, DTNB colorimetric, single point; UDP-N-acetylbacillosamine N-acetyltransferase PglD (Campylobacter jejuni); purified PglD enzyme, DTNB colorimetric CoA detection; inhibition, % at 12.5 µM; hit rate 0.098% among 360,000; AID 602405, 2012; in the data active = inhibition above about 16%, passing the limit was not always enough; note: strong numbers were not always called active
ERAP1 HTS inh: human ERAP1 aminopeptidase inhibitors, primary screen, biochemical, single point, plate reader. AID 652197, 2013. inhibition, % at 10.7 µM. hit rate 0.15% among 340,000. Endoplasmic reticulum aminopeptidase 1 (Homo sapiens), Q9NZ08. recombinant ERAP1, Leu-AMC fluorescence, 60 min;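 active = mean replicate inhibition of at least 30%, or all replicates individually reaching that 30% level; inactive = mean below 30% and not every replicate reaching it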;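 note: 0% = neutral control wells and 100% = L-leucinethiol positive control wells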
RAD52 anneal inh: RAD52 DNA annealing inhibitors, primary screen, biochemical, FRET, single point, set 2; hit rate 0.46% among 360,000; recombinant RAD52 DNA annealing, FRET fluorescence; DNA repair protein RAD52 homolog (Homo sapiens), P43351; inhibition, % at 18.7 µM;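 active = every replicate showing at least 50% inhibition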
Target sequence (P43351 whole entry, looked up): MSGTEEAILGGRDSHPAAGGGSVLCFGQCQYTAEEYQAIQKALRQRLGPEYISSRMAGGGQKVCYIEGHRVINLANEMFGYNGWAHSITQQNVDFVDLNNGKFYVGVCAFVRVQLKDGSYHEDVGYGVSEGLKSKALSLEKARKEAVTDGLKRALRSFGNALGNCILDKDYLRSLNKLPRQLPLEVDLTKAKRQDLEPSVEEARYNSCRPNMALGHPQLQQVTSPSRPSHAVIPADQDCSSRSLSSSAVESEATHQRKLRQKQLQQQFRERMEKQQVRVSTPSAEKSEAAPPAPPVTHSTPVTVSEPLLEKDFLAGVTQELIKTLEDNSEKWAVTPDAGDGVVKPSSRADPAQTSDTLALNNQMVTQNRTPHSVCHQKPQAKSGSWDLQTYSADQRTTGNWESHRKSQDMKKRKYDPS
PGC1a acetyl inh: inhibitors of PGC1a acetylation signal, primary screen, cell-based, U2OS, AlphaScreen, inhibitor mode. hit rate 0.17% among 350,000. AlphaScreen anti-acetyl-lysine; with virally co-expressed GCN5 acetyltransferase. inhibition, % at 15.6 µM;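 active = every replicate shows inhibition of at least 40%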;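 note: 0% = neutral control wells and 100% = positive control wells; some results beyond the cut were filed as inactive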
miR122 inh: miR-122 Renilla sensor signal increase in Huh7, primary screen, miR-122 inhibitor project, cell-based, single point, plate reader. Huh7 miR-122 Renilla luciferase sensor, 48 h; neutral wells = 0, positive control = 100. activation (reporter increase), % at 12.5 µM. hit rate 0.3% among 340,000. AID 602342, 2012;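 active = mean replicate activation score at least 90 and every replicate individually at or above 90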;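 note: higher luciferase means less miR-122 activity so hits act as miR-122 inhibitors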
Cneo AK release: Cryptococcus neoformans cell lysis inducers, primary screen, AK release luminescence, single concentration; C. neoformans lysis, adenylate kinase release luminescence, 4 h; normalised: neutral wells 0, clomiphene wells 100; lysis activity, % at 15 µM; hit rate 0.2% among 360,000; AID 651654, 2012;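 active = mean lysis activity across replicates of at least 80%, whatever share of replicates individually reach that level; inactive = mean lysis activity below 80%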
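Material – Cryptococcus neoformans yeast cells · Quantity – 5 × 10^6 yeast cells/mL · Buffer or medium – YPD medium · Compound – single dose · Timing – 4 h static compound exposure, 37 °C, read 1 h post-reagent · Signal – adenylate kinase release luminescence · Read-out basis – lysis from increased AK signal · Benchmarks – Clomiphene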
* = called active by the depositor; [ ] = dose if it differs, or a comment. The order is random. Share with any hit: about 1.4%.

What do the screens show for `C[C@H](CO)N1C[C@H](C)[C@H](CN(C)S(=O)(=O)c2cn(C)cn2)OCCCC[C@H](C)Oc2ccc(NC(=O)Nc3ccccc3)cc2C1=O`?
E-sel inducer: -0.1; RAD54 inh: -3; PglD DTNB: -4; ERAP1 HTS inh: -12; RAD52 anneal inh: 6; PGC1a acetyl inh: 6; miR122 inh: 5[16.7 µM]; Cneo AK release: -7

Results for Cc1cc(/C=N/Nc2ncnc(N)c2[N+](=O)[O-])c(C)n1-c1ccccc1 ?
RAD54 inh: 9; PglD DTNB: -4; ERAP1 HTS inh: 1; RAD52 anneal inh: -5; PGC1a acetyl inh: -1; miR122 inh: -14; Cneo AK release: -3

Results for COc1ccc(C(=O)OCC(=O)Nc2ccc(OC(F)F)cc2)c(OC)c1 ?
RAD54 inh: -5; PglD DTNB: -177; PGC1a acetyl inh: -32; miR122 inh: -2; Cneo AK release: -1

Results for COc1ccc(NC(=O)N2CCc3ccccc3C2)c(OC)c1 ?
E-sel inducer: 0.1; RAD54 inh: 0; PglD DTNB: -1; ERAP1 HTS inh: -2; RAD52 anneal inh: -10; miR122 inh: 1; Cneo AK release: -2

What do the screens show for `Cc1ccc(S(=O)(=O)N(C)C[C@H]2Oc3c(NC(=O)Nc4ccc(C(F)(F)F)cc4)cccc3C(=O)N([C@@H](C)CO)C[C@@H]2C)cc1`?
E-sel inducer: -0.4; RAD54 inh: 6; PglD DTNB: 0; ERAP1 HTS inh: 2; RAD52 anneal inh: 15; PGC1a acetyl inh: 10; miR122 inh: 2[16.7 µM]; Cneo AK release: 1

Results for CCC/C(=C1/c2ccccc2C(=O)N1c1ccccc1)c1ccc2c(c1)OCO2 ?
RAD54 inh: -2; PglD DTNB: 1; ERAP1 HTS inh: 0; RAD52 anneal inh: -57; PGC1a acetyl inh: -19; miR122 inh: -4; Cneo AK release: -1

How did CCCCNC(=O)Cc1cc(=O)[nH]c(=O)[nH]1 do in these assays?
RAD54 inh: 3; PglD DTNB: -4; ERAP1 HTS inh: 1; RAD52 anneal inh: 1; PGC1a acetyl inh: 12; miR122 inh: 5; Cneo AK release: -1

How did CN1CCN(CC(O)COCc2ccc3c(c2)OCO3)CC1 (stereo not given) do in these assays?
RAD54 inh: 0; PglD DTNB: 1; ERAP1 HTS inh: 9; RAD52 anneal inh: 10; PGC1a acetyl inh: 3; miR122 inh: -2; Cneo AK release: 1

Results for CCNC(=O)C[C@H]1C=C[C@H](NC(=O)C2CCC2)[C@@H](CO)O1 ?
E-sel inducer: -0.5; RAD54 inh: -2; PglD DTNB: -4; ERAP1 HTS inh: 1; RAD52 anneal inh: 3; PGC1a acetyl inh: 0; Cneo AK release: -2

What do the screens show for `O=C(Cn1nnc(-c2ccccc2Cl)n1)N1CCN(S(=O)(=O)c2ccc(Cl)cc2)CC1`?
RAD54 inh: 4; PglD DTNB: 0; PGC1a acetyl inh: -2; miR122 inh: 0; Cneo AK release: -2

How did O=C(NC(=O)c1ccccc1)NC(=O)c1ccccc1 do in these assays?
RAD54 inh: 4; PglD DTNB: 9; PGC1a acetyl inh: -8; miR122 inh: -1; Cneo AK release: 1

Results for O=C(CN1CCCCCC1)Nc1ccc(Br)cc1Br ?
RAD54 inh: -13; PglD DTNB: -1; PGC1a acetyl inh: 0; miR122 inh: 1; Cneo AK release: -1

Reprinted from the part before: 4 entries, followed by the next part.
Results for CCNC(=O)C[C@H]1C=C[C@H](NC(=O)C2CCC2)[C@@H](CO)O1 ?
E-sel inducer: -0.5; RAD54 inh: -2; PglD DTNB: -4; ERAP1 HTS inh: 1; RAD52 anneal inh: 3; PGC1a acetyl inh: 0; Cneo AK release: -2

What do the screens show for `O=C(Cn1nnc(-c2ccccc2Cl)n1)N1CCN(S(=O)(=O)c2ccc(Cl)cc2)CC1`?
RAD54 inh: 4; PglD DTNB: 0; PGC1a acetyl inh: -2; miR122 inh: 0; Cneo AK release: -2

How did O=C(NC(=O)c1ccccc1)NC(=O)c1ccccc1 do in these assays?
RAD54 inh: 4; PglD DTNB: 9; PGC1a acetyl inh: -8; miR122 inh: -1; Cneo AK release: 1

Results for O=C(CN1CCCCCC1)Nc1ccc(Br)cc1Br ?
RAD54 inh: -13; PglD DTNB: -1; PGC1a acetyl inh: 0; miR122 inh: 1; Cneo AK release: -1

What do the screens show for `c1ccc(CCNc2ccc3nncn3n2)cc1`?
E-sel inducer: 2.1; RAD54 inh: -1; PglD DTNB: -7; ERAP1 HTS inh: 0; RAD52 anneal inh: -8; PGC1a acetyl inh: 6; miR122 inh: -3; Cneo AK release: -1

Results for Cc1ccc(-c2csc(=S)n2CC(=O)OCC(=O)NC(C)C(C)C)cc1 (stereo not given) ?
RAD54 inh: 9; PglD DTNB: 0; PGC1a acetyl inh: 7; miR122 inh: 0; Cneo AK release: 0

Results for O=C(Cc1ccccn1)N[C@H]1CC[C@H](CCn2cc(-c3cccnc3)nn2)O[C@@H]1CO ?
E-sel inducer: 0.6; RAD54 inh: -8; PglD DTNB: -1; ERAP1 HTS inh: -3; RAD52 anneal inh: -24; PGC1a acetyl inh: -7; Cneo AK release: -3

Results for O=C(CN(c1cccc(C(F)(F)F)c1)S(=O)(=O)c1ccccc1)N1CCOCC1 ?
RAD54 inh: -1; PglD DTNB: -6; PGC1a acetyl inh: 0; Cneo AK release: -1

What do the screens show for `CCOC(=O)c1sc2nc(SC)nc(-c3ccc(Cl)cc3)c2c1N`?
RAD54 inh: -4; PglD DTNB: 0; PGC1a acetyl inh: 5; miR122 inh: -6; Cneo AK release: 1

What do the screens show for `COc1cc(NC(=O)Nc2nnc([C@@H]3C[C@H](O)[C@@H](CO)O3)s2)cc(OC)c1OC`?
E-sel inducer: 0.0; RAD54 inh: 4; PglD DTNB: -1; ERAP1 HTS inh: 0; RAD52 anneal inh: 5; PGC1a acetyl inh: 3; miR122 inh: -1; Cneo AK release: 0

Results for CC(CC(=O)Nc1ccc(S(=O)(=O)N2CCOCC2)cc1)c1ccccc1 (stereo not given) ?
E-sel inducer: 0.0; RAD54 inh: -10; PglD DTNB: 3; RAD52 anneal inh: -13; PGC1a acetyl inh: 0; Cneo AK release: -1

What do the screens show for `CC(=O)Nc1ccc2c(c1)n(C)c(=O)n2C`?
RAD54 inh: -7; PglD DTNB: -5; PGC1a acetyl inh: 5; Cneo AK release: 1

How did Cc1ccc2c(c1)cc1c(=O)n(CC(=O)NCCN3CCCC3)nc(C)n12 do in these assays?
RAD54 inh: 4; PglD DTNB: -4; PGC1a acetyl inh: 0; miR122 inh: -5; Cneo AK release: 2

Results for C[C@H](CO)N1C[C@H](C)[C@H](CN(C)S(=O)(=O)c2cccs2)Oc2ccc(NC(=O)Cc3cn(C)c4ccccc34)cc2CC1=O ?
E-sel inducer: 0.3; RAD54 inh: -3; PglD DTNB: -2; ERAP1 HTS inh: 1; RAD52 anneal inh: -3; PGC1a acetyl inh: 5; miR122 inh: 5[16.7 µM]; Cneo AK release: 48

Results for C#CCN(C[C@H]1[C@H](OC(=O)Nc2c(C)noc2C)[C@H](OC(=O)Nc2c(C)noc2C)C[C@@H](C(=O)OC)[C@H]1C(=O)OC)S(=O)(=O)c1ccc(C)cc1 ?
E-sel inducer: 0.6; RAD54 inh: -2; PglD DTNB: 0; ERAP1 HTS inh: -1; RAD52 anneal inh: -9; PGC1a acetyl inh: 8; miR122 inh: -1; Cneo AK release: 4

Results for N#Cc1ccccc1OCC(=O)NC1CCCCC1 ?
E-sel inducer: -0.1; RAD54 inh: 7; PglD DTNB: -6; ERAP1 HTS inh: 0; RAD52 anneal inh: 0; PGC1a acetyl inh: 0; miR122 inh: 4; Cneo AK release: -6

Retrieved one by one from above:
Results for C#CCN(C[C@H]1[C@H](OC(=O)Nc2c(C)noc2C)[C@H](OC(=O)Nc2c(C)noc2C)C[C@@H](C(=O)OC)[C@H]1C(=O)OC)S(=O)(=O)c1ccc(C)cc1 ?
E-sel inducer: 0.6; RAD54 inh: -2; PglD DTNB: 0; ERAP1 HTS inh: -1; RAD52 anneal inh: -9; PGC1a acetyl inh: 8; miR122 inh: -1; Cneo AK release: 4

Results for C[C@H](CO)N1C[C@H](C)[C@H](CN(C)S(=O)(=O)c2cccs2)Oc2ccc(NC(=O)Cc3cn(C)c4ccccc34)cc2CC1=O ?
E-sel inducer: 0.3; RAD54 inh: -3; PglD DTNB: -2; ERAP1 HTS inh: 1; RAD52 anneal inh: -3; PGC1a acetyl inh: 5; miR122 inh: 5[16.7 µM]; Cneo AK release: 48

More structures follow.
How did CCCCC(=O)Nc1ccc2oc(-c3cccnc3)nc2c1 do in these assays?
RAD54 inh: 2; PglD DTNB: -2; PGC1a acetyl inh: -9; miR122 inh: -9; Cneo AK release: -1

Results for O=C(O)C1=NN(c2cc(Cl)c(S(=O)(=O)O)cc2Cl)C(=O)C1 ?
E-sel inducer: 0.0; RAD54 inh: -9; PglD DTNB: -6; ERAP1 HTS inh: 3; RAD52 anneal inh: -1; PGC1a acetyl inh: -8; miR122 inh: -3; Cneo AK release: -1

How did O=S(=O)(c1ccc2c(c1)OCCO2)N1CCN(Cc2ccccc2)CC1 do in these assays?
RAD54 inh: -2; PglD DTNB: 10; PGC1a acetyl inh: -7; miR122 inh: 5; Cneo AK release: 1

What do the screens show for `Cc1cccc(C(=O)OC(C)CN2CCOCC2)c1` (stereo not given)?
E-sel inducer: 7.2; RAD54 inh: -4; PglD DTNB: 1; ERAP1 HTS inh: 0; RAD52 anneal inh: -18; PGC1a acetyl inh: -10; Cneo AK release: 0

What do the screens show for `CNC(=O)C[C@H]1CC[C@H]2[C@@H](COc3ccc(NC(=O)Nc4ccc(Cl)cc4)cc3C(=O)N2C)O1`?
E-sel inducer: 0.0; RAD54 inh: 0; PglD DTNB: 2; ERAP1 HTS inh: -1; RAD52 anneal inh: -4; PGC1a acetyl inh: -2; miR122 inh: 8[16.7 µM]; Cneo AK release: 0

Results for C=CCNC(=O)COC(=O)c1nc2nccc(C)n2n1 ?
RAD54 inh: 3; PglD DTNB: -1; ERAP1 HTS inh: 0; RAD52 anneal inh: -9; PGC1a acetyl inh: 3; miR122 inh: -21; Cneo AK release: 4

Results for O=C(O)c1ccc(COc2ccc3c(c2)CCC3)cc1 ?
RAD54 inh: -9; PglD DTNB: 3; ERAP1 HTS inh: -1; RAD52 anneal inh: -14; PGC1a acetyl inh: 5; miR122 inh: -2; Cneo AK release: -1

How did Cc1ccc2nc(-c3ccc(O)cc3)oc2c1 do in these assays?
RAD54 inh: -7; PglD DTNB: 1; ERAP1 HTS inh: -6; RAD52 anneal inh: -36; PGC1a acetyl inh: 22; miR122 inh: -6; Cneo AK release: -10

How did Cn1cncc1C#Cc1ccc2cc(CCCO)oc(=O)c2c1 do in these assays?
E-sel inducer: 0.5; RAD54 inh: 7; PglD DTNB: -2; ERAP1 HTS inh: 6; RAD52 anneal inh: -17; PGC1a acetyl inh: -5; miR122 inh: 4; Cneo AK release: 0

Results for CCCc1cc(=O)oc2cc3oc(C)c(C)c3cc12 ?
RAD54 inh: -4; PglD DTNB: 4; PGC1a acetyl inh: 1; miR122 inh: 13; Cneo AK release: 0
